# KDM4E inh – qHTS Assay for Inhibitors of Human Jumonji Domain Containing 2E (JMJD2E); Lysine-specific demethylase 4E (Homo sapiens), B2RXH2; JMJD2E catalytic domain, FDH-coupled NADH fluorescence (FDH is formaldehyde dehydrogenase); Potency, µM (series often up to 57.1 µM), inactives show at the highest dose activity change, negative = inhibition, most hits filed as inhibitors; actives 1.6% (n = 230,000); active means well fitted inhibition curve with a large enough effect, not every such curve was filed as active; inconclusive means small, poorly fitted or top-dose-only effect, or another doubt; inactive means no such curve, though single readings can be large or run the other way;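 further: 0% = wells with enzyme and -100% = buffer wells without enzyme; nearly all actives have a fitted effect of over 50% in size; many of its hits are not listed in these tables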
# Target sequence (B2RXH2 1-337 limits assumed): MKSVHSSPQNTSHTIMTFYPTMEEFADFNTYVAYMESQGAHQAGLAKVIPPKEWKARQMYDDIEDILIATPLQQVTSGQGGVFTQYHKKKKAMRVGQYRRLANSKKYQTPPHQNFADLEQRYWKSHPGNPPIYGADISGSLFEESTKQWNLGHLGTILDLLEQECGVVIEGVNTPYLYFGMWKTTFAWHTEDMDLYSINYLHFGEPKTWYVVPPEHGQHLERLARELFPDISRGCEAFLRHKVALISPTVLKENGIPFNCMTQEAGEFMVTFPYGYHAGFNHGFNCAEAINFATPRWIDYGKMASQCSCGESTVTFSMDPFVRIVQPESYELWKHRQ
# KinaseGlo FLuc – Counterscreen for Luciferase (Kinase-Glo TM) Inhibition; Kinase-Glo luciferase, ATP luminescence, 8 min; Potency, µM (series often up to 38.3 µM), inactives show at the top dose activity change, negative = inhibition, hits mostly inhibitors; actives 0.28% (n = 200,000); further: on the % scale 0 is the no-effect control and ±100 the full control effect; nearly all actives have a fitted effect of over 60% in size
#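 Light output from Kinase-Glo luciferase with luciferin and 10 uM ATP in 50 mM imidazole pH 7.2, KCl, MgCl2, Tween 20, BSA; compound pin-delivered, 8-min ambient incubation, then luminescence read.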
# Tau fibril ThT – qHTS for Inhibitors of Tau Fibril Formation, Thioflavin T Binding | recombinant tau K18 P301L (four-repeat tau fragment), heparin-induced fibrillization, ThT fluorescence | Potency, µM (titrated, usually from 57.4 µM), for inactives: at the highest dose activity, negative = inhibition, usual class: inhibitors | AID 1460, 2008 | actives 2.1% (n = 270,000); further: on the % scale 0 is the no-effect control and ±100 the full control effect; nearly all actives have a fitted effect of over 55% in size
# Target sequence (P10636 561-689 P618L limits assumed): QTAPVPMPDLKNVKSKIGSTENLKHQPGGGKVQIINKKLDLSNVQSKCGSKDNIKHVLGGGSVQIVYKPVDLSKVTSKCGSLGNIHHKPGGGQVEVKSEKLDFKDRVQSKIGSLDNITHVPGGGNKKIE
#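 Aggregation was driven by heparin (20 uM final) acting on recombinant tau […] bearing P301L in 100 mM sodium acetate pH 7; fibrils were detected with Thioflavin T.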
# L3MBTL1 inh – qHTS Assay for the Inhibitors of L3MBTL1 | AID 485360, 2010 | Potency, µM (series often up to 57.1 µM), for inactives: at the highest dose activity, negative = inhibition, actives largely listed as inhibitors | Lethal(3)malignant brain tumor-like protein 1 (Homo sapiens), Q9Y468 | actives 0.66% (n = 230,000) | AlphaScreen L3MBTL1–H3K9me1 peptide binding; further: on the % scale 0 is the no-effect control and ±100 the full control effect; nearly all actives have a fitted effect of over 60% in size
#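 First, the protein-peptide complex forms for 30 min at room temperature (L3MBTL1 50 nM, biotinylated H3K9me1 peptide 75 nM). Next, compounds are pin-transferred and incubated 30 min. Finally, AlphaScreen beads are added and read after 30 min.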
# Lamin A splicing – qHTS Assay for Modulators of Lamin A Splicing | HeLa LMNA splicing GFP/RFP minigene ratio, 48 h | Potency, µM (doses to about 46.1 µM), without a hit: at the highest dose ratio change, negative = inhibition, actives largely listed as inhibitors | actives 0.01% (n = 200,000); active means well fitted inhibition curve with a large enough effect in the signal ratio, with a control signal flat, not every such curve was filed as active; inconclusive means small, poorly fitted or top-dose-only effect, or effect the other way, or a change in a side signal; the % refers to the signal ratio; further: on the % scale 0 is the no-effect control and ±100 the full control effect
#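 S3 HeLa stable clones carrying a lamin A-EGFP splicing minigene plus DsRed2 were seeded at 600 cells/well in Opti-MEM with 2% FBS, pin-dosed and incubated 48 h at 37°C. Acumen cytometry (488 nm) gave the GFP/RFP total-intensity ratio.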
# RECQ1 helicase – qHTS Assay for Inhibitors of RecQ-Like Dna Helicase 1 (RECQ1) | RECQ1 DNA unwinding, red fluorescence kinetic read | Potency, µM (series often up to 57.3 µM), for inactives: top-dose activity, negative = inhibition, hits mostly inhibitors | actives 0.54% (n = 240,000);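 further: plate controls were vehicle for no effect and no enzyme for full effect; nearly all actives have a fitted effect of over 30% in size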
#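 RECQ1T1 50 nM; forked duplex (20 bp + 30-nt ss tails) 200 nM, ATP 2 mM final; pH 8.0, 2 mM MgCl2, 2.5 ug/ml poly(dI-dC); 15 min compound preincubation; discontinuous kinetic read over 2 h at RT.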
# SMN2 splice enh – qHTS Assay for Enhancers of SMN2 Splice Variant Expression; actives 2.8% (n = 210,000); Potency, µM (top dose mostly 46.1 µM), inactives show at the highest dose activity change, positive = activation, actives largely listed as activators; HEK293 SMN2-luciferase splicing reporter, luminescence, 30-36 h; further: % of control where 0% means no effect; nearly all actives have a fitted effect of over 55% in size
#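 HEK293 cells carry an SMN2 […]–luciferase reporter in which exon 7 inclusion puts luciferase in frame. Cells were plated 10-12 h before compound addition, then incubated 30-36 h at 37C. ONE-Glo luminescence was read; sodium butyrate at 4.5 mM final served as control.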
# ALDH1A1 inh – qHTS Assay for Inhibitors of Aldehyde Dehydrogenase 1 (ALDH1A1). Aldehyde dehydrogenase 1A1 (Homo sapiens), P00352. Purified ALDH1A1, NADH fluorescence, propionaldehyde substrate. Potency, µM (titrated, usually from 75.3 µM), for the others: at the highest dose activity, negative = inhibition, usual class: inhibitors. actives 7.3% (n = 220,000); active means well fitted inhibition curve with a large enough effect, not every such curve was filed as active; inconclusive means small, poorly fitted or top-dose-only effect, or another doubt; inactive means no such curve, though single readings can be large or run the other way;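 further: plate controls were no enzyme wells and a reference inhibitor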
# Target sequence (P00352 whole entry, looked up): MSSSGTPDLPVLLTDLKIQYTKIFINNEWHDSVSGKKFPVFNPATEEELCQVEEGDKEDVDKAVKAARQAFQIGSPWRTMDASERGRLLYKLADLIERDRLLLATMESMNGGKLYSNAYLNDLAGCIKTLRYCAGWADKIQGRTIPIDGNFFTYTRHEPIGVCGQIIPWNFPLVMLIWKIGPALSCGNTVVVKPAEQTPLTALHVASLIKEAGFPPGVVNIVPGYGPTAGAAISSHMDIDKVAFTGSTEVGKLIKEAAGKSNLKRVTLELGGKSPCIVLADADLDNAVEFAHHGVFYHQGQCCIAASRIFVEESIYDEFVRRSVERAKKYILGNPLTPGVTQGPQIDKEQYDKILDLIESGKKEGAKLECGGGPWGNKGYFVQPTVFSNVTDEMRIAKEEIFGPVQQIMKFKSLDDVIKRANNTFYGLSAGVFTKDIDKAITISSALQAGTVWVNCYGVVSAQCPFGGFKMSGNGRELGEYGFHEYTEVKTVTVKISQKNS
# * = called active by the depositor; i = inactive; ? = inconclusive; . = not tested or not shown; [ ] = dose if it differs, or a comment. Unless noted, the call rests on the fitted dose curve; in most records, active means well fitted curve in the direction sought with a large enough effect; inconclusive means small, poorly fitted or top-dose-only effect, or another doubt; inactive means no such curve, though single readings can be large; an effect the other way counts as inactive or inconclusive. Potency means the concentration at half of the fitted maximal effect.
mol,Lamin A splicing,SMN2 splice enh,RECQ1 helicase,Tau fibril ThT,L3MBTL1 inh,KDM4E inh,ALDH1A1 inh,KinaseGlo FLuc
CCCS(=O)(=O)c1c(S(=O)(=O)CCC)c2c(N)cccn2c1C(=O)c1ccc(F)cc1,-3.8%,30.0%,-11.2%,?,.,-15.4%,0.7%,1.3%
O=C(COC(=O)c1ccccn1)NCc1ccccc1Cl,9.5%,2.7%,-5.7%,-3.7%,-4.5%,-6.4%,-10.8%,-0.5%
COc1ccccc1CNC(=O)C1CCCN(S(C)(=O)=O)C1 (stereo not given),6.9%,-8.3%,2.2%,4.6%,.,4.3%,5.0%,0.5%
CC(=O)Nc1ccc(NC(C)=O)c(NC2OCC(O)C(O)C2O)c1 (stereo not given),.,.,-4.2%,-3.3%,2.0%,2.4%,0.9%,.
Cc1c(NC(=S)NC(=O)CCc2ccccc2)c(=O)n(-c2ccccc2)n1C,.,-1.4%,i,2.9%,-4.3%,-5.4%,?,-4.2%
N/C(=N\OC(=O)c1ccco1)c1cccnc1,-10.5%[46 µM],7.4%,17.2%,-0.1%,6.6%,6.1%,15.6%,-7.5%
O=C(NC(=S)NNC(=O)c1ccccc1F)c1cccnc1,-17.8%[46 µM],.,-4.9%,-8.8%,-9.6%,-7.4%,7.08µM*,.
CCC1CCCCN1CCCNC(=O)c1ccc2c(=O)n(Cc3ccc(OC)cc3)c(=O)[nH]c2c1 (stereo not given),-10.0%,-5.5%,-0.4%,-4.6%,.,4.5%,-0.3%,-0.2%
O=S(=O)(Cc1ccccc1)c1nnnn1C1CCCCC1,.,5.8%,i,0.7%,.,-0.9%,11.9%,2.2%
COc1ccc(/C=N/NC(=O)C2c3ccccc3-c3ccccc32)cc1,?,3.4%,-13.5%,-7.6%,-4.3%,-5.8%,?,2.8%
Cc1cccc(CCNC(=O)CCCOc2cc(=O)n(C)c3ccccc23)c1,11.5%[46 µM],.,-16.3%,-6.3%,.,0.7%,2.1%,-2.1%
Cc1ccc(/C=C(\C#N)c2nn(-c3ccccc3)c(N)c2C#N)cc1,?,-1.8%[1.84 µM],-2.3%,4.0%,2.4%,1.8%,?,-0.1%
CC1(C)Oc2nc3ccccc3n2/C1=C\C#N,-0.8%,-29.2%,-10.9%,9.5%,?,0.7%,-0.3%,-0.7%
Fc1cc(F)c(C2SCCN2C(=S)Nc2cccc(C(F)(F)F)c2)c(F)c1 (stereo not given),.,.,-1.3%,-3.2%,-5.5%,-2.0%,14.1µM*,.
CCCNC(=O)C1CCN(S(=O)(=O)c2c(C)noc2/C=C\c2ccc(OC)cc2)CC1,-4.1%,-8.4%,-7.5%,-4.4%,.,?,11.3%,-1.2%
O=C(CN1C(=O)NC(Cc2c[nH]c3ccccc23)C1=O)NC1CC1 (stereo not given),.,.,-2.6%,3.1%,2.6%,-0.7%,.,.
Cc1cccc(/C(N)=N/OC(=O)c2ccc3c(c2)OCO3)c1,-11.7%,25.1µM*,-7.2%,?,17.5%,1.3%,-4.9%,10µM*
COc1cc(CNCCC2CCOC(C)(C)C2)ccc1O (stereo not given),10.9%,.,-15.4%,2.8%,-5.8%,7.9%,9.3%,.
O=S(=O)(N/N=C\c1c(F)cccc1Cl)c1ccc(Cl)cc1,7.5%,6.6%,-3.6%,?,-3.2%,4.5%,?,0.1%
CCn1ncc(/C=N\NC(=O)COc2cc(C)cc(C)c2)c1C,-16.0%,11.1%,-6.9%,-10.8%,-2.6%,9.2%,5.0%,-2.4%
CCOc1cc(CNCc2cccs2)ccc1OCC(=O)NC(C)(C)C,-9.2%,-17.5%[1.84 µM],0.1%,-1.2%,?,-23.9%,-0.4%,-0.2%
O=C(CSc1n[nH]c(=O)n1C1CC1)c1ccc(F)cc1,-10.0%[46 µM],.,6.5%,-4.4%,6.7%,12.9%,0.1%,.
O=C(Nc1ccc(N2C(=O)C3C4C=CC(C4)C3C2=O)cc1)Nc1cccnc1 (stereo not given),-11.2%,-12.7%,-1.7%,-2.7%,-1.9%,-1.7%,?,-2.6%
O=C(O)c1ccccc1C(=O)c1ccc(Br)s1,.,27.7%,i,-15.4%,-1.1%,-21.4%,?,0.8%
CC(=O)NC(CCS(C)(=O)=O)C(=O)Nc1nc(C)cs1 (stereo not given),-7.2%,-3.1%,-4.1%,-5.3%,5.2%,-0.7%,3.9%,1.4%
COc1ccc(/C=C/C(=O)NCc2c(C)nn(C)c2C)cc1COc1ccc(Br)cc1,2.3%,-23.9%,-6.2%,17.9%,0.5%,-6.8%,5.3%,-2.4%
COc1ccc(CN2CC(C(=O)NCCc3ccc(C)cc3)CC2=O)cc1 (stereo not given),9.1%,-16.0%,-14.2%,-5.9%,5.6%,6.9%,-3.9%,6.7%
CCC1SC2=NC(C)=C(C(=O)OC)C(c3ccc(C(=O)OC)cc3)N2C1=O (stereo not given),-3.5%,-1.3%,i,-10.1%,1.9%,-0.1%,0.0%,9.1%
O=C(O)c1ccccc1COc1ccccc1Cl,?,25.7%,-5.0%,0.9%,-3.2%,2.2%,4.3%,-1.9%
CC1(CCc2ccccc2)NC(=S)N(c2ccc(Cl)cc2)N1 (stereo not given),?,-37.2%[inhibitor],-10.4%,?,-7.7%,-14.7%,7.08µM*,2.4%
O=C(COC(=O)c1ccc(F)cc1)Nc1cc(S(=O)(=O)N2CCOCC2)ccc1N1CCCC1,4.6%[46 µM],-7.2%,i,3.4%,-8.1%,7.1%,-7.6%,-0.4%
COc1ccc2c(CC(=O)NC3CCCc4ccccc43)coc2c1 (stereo not given),-12.7%,.,0.3%,-10.8%,-0.8%,-20.2%,?,.
Cc1cccc(-n2c(-c3csc(C(C)C)c3)n[nH]c2=S)c1,-8.1%,1.4%,-3.9%,?,.,-24.5%,15.8µM*,-1.4%
CCOC(=O)c1c(NC(=O)c2cccs2)sc2c1CCN(C(=O)OCC)C2,?,?,-14.5%,-8.2%,-3.6%[11.4 µM],?,?,1.1%
COc1cccc(NS(=O)(=O)c2ccc3c(c2)C2C=CCC2C(c2ccc(C(=O)O)cc2)N3)c1 (stereo not given),3.2%,18.9%,-9.4%,14.1µM*,10µM*,?,20µM*,0.4%
C(/C=C/c1ccco1)=N/N1CCN(c2ccccc2)CC1,12.3%,?,-10.7%,?,-29.4%,-0.1%,?,-11.9%
O=C(OCCN(C1=NS(=O)(=O)c2ccccc21)c1ccccc1Cl)c1ccc(Cl)cc1,14.0%,23.5%,-16.5%,-12.8%,.,?,-5.1%,-2.1%
O=C(O)CN=C1NC2(CCCC2)Cc2ccccc21,13.4%,6.5%,-9.1%,-5.8%,-4.8%,-10.6%,-1.9%,-4.6%
O=C(Cc1cccs1)Nc1ccc(Cl)cc1,-6.1%,?,-10.2%,1.5%,7.0%,12.4%,7.4%,-0.2%
Cc1ccc(/C=N\NC(=O)C2CN(S(=O)(=O)c3ccccc3)CCN2S(=O)(=O)c2ccccc2)cc1 (stereo not given),-15.9%,14.5%,-6.7%,8.7%,-5.1%,4.0%,9.4%,9.2%
C=CCSc1nc2sc(C)c(C)c2c(=O)[nH]1,7.9%,5.3%,-0.2%,-4.6%,19.4%,-5.5%,8.1%,1.0%
CC(C)CN(Cc1cc2ccccc2[nH]c1=O)C(=O)c1cccnc1,-3.0%,-3.0%,19.5%,-1.1%,2.8%,?,?,0.2%
CCn1c(N)c(C(=O)NCCOC)sc1=S,6.1%,-10.3%,i,-5.1%,.,-3.1%,25.1µM*,0.6%
CSc1nsc(SC)c1C(=O)OCC(F)(F)F,5.9%,45.7%,-2.8%,-7.9%,19.3%,-0.3%,?,-0.1%
CCn1c(=O)cc(SCC(=O)Nc2cccc(SC)c2)c2ccccc21,-3.2%,10.4%,3.9%,-8.3%,.,-1.1%,10.7%,8.8%
CCOC(=O)C1CCN(C(=O)c2cccc(NS(=O)(=O)c3ccc(F)c(F)c3)c2)CC1,-15.6%[46 µM],4.7%,i,2.8%,10.6%,-0.7%,2.7%,-0.6%
Cc1ccc(-c2cc(C(=O)Nc3cnn(C(C)C)c3)no2)cc1,-5.0%,.,i,-3.5%,26.9%,3.1%,?,.
CC(=O)Nc1ccc(S(=O)(=O)Oc2ccc(C(=S)N3CCCCC3)cc2)cc1,?,-66.4%[inhibitor],-3.9%,-11.8%,-6.9%,-9.1%,14.1µM*,-4.4%
CCC(C)NS(=O)(=O)c1ccc(NC(=O)C2CCCO2)cc1 (stereo not given),-0.1%[46 µM],.,-17.2%,0.0%,3.6%,13.0%,0.6%,-0.8%
CN(C)CCCNCCCNC(=O)/C=N/O,8.5%,2.2%,-0.9%,-7.1%,.,89.6%[activator],6.3%,-5.5%
COCCn1c(-c2ccc(C#N)cc2)nc2c1c(=O)[nH]c(=O)n2Cc1ccccc1,9.8%[46 µM],7.8%,3.5%,-1.4%,7.9%,?,?,-2.6%
Nc1ccc(N2CCOCC2)c2nonc12,-11.2%[46 µM],.,?,14.1µM*,?,23.8%,20µM*,-4.9%

# Bioassay records deposited in PubChem by National Center for Advancing Translational Sciences (NCATS).

# An excerpt; count on the stated rates, not on these rows.
